SRC3 inh: SRC3 coactivator transcriptional activity inhibitors, primary screen, cell-based, luminescence | Nuclear receptor coactivator 3 (Homo sapiens), Q9Y6Q9 | HEK293 GAL4-SRC3 luciferase reporter | inhibition, % at 3.6 µM | actives 0.17% (n = 360,000) | AID 588352, 2011;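 active = inhibition above a per-campaign cutoff, the mean of all compounds plus 3 SD, cut at about 60% in these data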;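 note: 0% = DMSO-treated cells and 100% = gossypol-treated cells at 36 µM; higher means less SRC3-driven luciferase light from the GAL4 reporter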
COUP-TFII inh: NR2F2 transcriptional activity inhibitors, primary screen, cell-based, luciferase reporter, HEK293T, luminescence | COUP transcription factor 2 (Homo sapiens), P24468 | HEK293T NGFI-A luciferase reporter | inhibition, % at 8.6 µM | actives 0.7% (n = 370,000) | AID 686940, 2013;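 active = inhibition above a per-plate cutoff, mean inhibition of test wells between control levels plus 3 SD, cut at about 38% in these data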;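 note: cells cotransfected with COUP-TFII expression vector driving the NGFI-A reporter; 0% = median of COUP-TF2 test wells and 100% = reporter-only cells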
EBV LMP1 NFkB: EBV LMP1-driven NF-kappaB luciferase reporter inhibitors, primary screen, cell-based, luminescence, single point | LMP1-induced NF-kappaB luciferase reporter cells | inhibition, % at 12.5 µM | actives 0.69% (n = 350,000) | AID 504558, 2011; in the data active = inhibition above about 41%;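 note: 0% = neutral control wells and 100% = reference inhibitor control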
TWEAK-Fn14 inh: inhibitors of TWEAK-Fn14 signaling, primary screen, luciferase reporter cells, uHTS. TWEAK-stimulated Fn14 reporter cells, luciferase luminescence, 8 h. inhibition, % at 10 µM. actives 2% (n = 360,000). AID 1159606, 2016; in the data active = inhibition above about 50%
CF NFkB block: inhibitors of PAF-induced NF-kB signaling, primary screen, cell-based, GFP fluorescence, uHTS | KKLEB NF-kB-GFP reporter, GFP fluorescence overnight | actives 0.86% (n = 360,000) | inhibition, % at 5 µM;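 active = at least 50% inhibition at 5 µM, scaled per plate between neutral and stimulator controls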;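 note: PAF is a Pseudomonas aeruginosa culture filtrate used as stimulus; plate controls were PAF-stimulated DMSO wells for no effect and unstimulated DMSO wells for full effect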
SRC2 inh: inhibition of GAL4-SRC2 driven luciferase reporter, primary screen, SRC2 inhibitor project, cell-based, luminescence. HEK293 GAL4-SRC2 luciferase reporter. inhibition, % at 9 µM. actives 0.17% (n = 370,000). AID 651957, 2012;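 active = inhibition above the mean inhibition of all tested compounds plus 3 SD, set per campaign, cut at about 52% in these data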;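 note: 0% = DMSO treated cells and 100% = cells given Gossypol at 36 µM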
SRC1 inh: SRC1 coactivator transcriptional activity inhibitors, primary screen, cell-based, luminescence. HEK293 GAL4-SRC1 luciferase reporter. inhibition, % at 3.6 µM. actives 0.12% (n = 360,000);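 active = inhibition above the campaign mean plus 3 SD, with each screening campaign given its own cutoff, cut at about 60% in these data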;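 note: 0% = DMSO treated cells and 100% = gossypol at 36 µM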
LRH-1 inv ag: LRH-1 (NR5A2) inverse agonists, primary screen, cell-based, luminescence, HEK293T, StAR-luciferase reporter; LRH-1 transfected, 24 h; Nuclear receptor subfamily 5 group A member 2 (Homo sapiens), O00482; actives 0.13% (n = 360,000); inhibition, % at 3.6 µM; AID 602396, 2012;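 active = inhibition above the mean inhibition of all tested compounds plus 3 SD, cut at about 73% in these data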;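 note: 0% = DMSO wells and 100% = reporter-only cells lacking LRH-1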
C8 TRAIL sens: viability loss with TRAIL in NB7+C8 cells, primary screen, TRAIL sensitizer project, cell-based, ATPlite luminescence. AID 624354, 2012. inhibition (viability loss, TRAIL sensitization), % at 10 µM. actives 1% (n = 360,000);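 active = compounds causing at least 50% loss of cell viability in the single-dose screen, relative to plate controls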
TROY signal inh: inhibitors of TROY-driven NF-kB signaling, primary screen, Q293 LMP1-TROYcd cells, NF-kB luciferase, uHTS; Q293 LMP1-TROYcd NF-kB luciferase reporter, 4 h; inhibition, % at 10 µM; actives 0.98% (n = 360,000); AID 1347056, 2019;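 active = compounds whose plate-normalised and pattern-corrected inhibition of the luciferase reporter signal at the single screening dose is 50% or more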
KKLEB tox: cytotoxicity in KKLEB CF airway cells, primary screen, cytotoxicity control for CF NF-kB inhibitor project, cell-based, uHTS, fluorescence assay plates | KKLEB CF airway cells viability, ATPlite luminescence, overnight; active compounds read low; cells stimulated with P. aeruginosa culture filtrate | activity change (cytotoxicity), % at 5 µM | actives 0.36% (n = 360,000);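 active = corrected activity change at or below -50% at 5 µM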
Active calls of the source: *; nt = not tested or not shown.

item | SMILES | C8 TRAIL sens | TWEAK-Fn14 inh | SRC2 inh | SRC1 inh | EBV LMP1 NFkB | TROY signal inh | CF NFkB block | COUP-TFII inh | SRC3 inh | KKLEB tox | LRH-1 inv ag
1 | Cc1ccc(N=Nc2ccc(O)c(/C=N\NC(=O)c3ccc(N)cc3)c2)cc1C | -7.6 | 16.0 | -33.0 | -15.2 | 10.1 | -35.7 | 5.3 | -6.7 | -20.2 | 2.5 | -2.1
2 | COc1cccc(C(=O)NCCS(=O)(=O)N2CCCC(C)C2)c1 (configuration not stated) | 10.5 | 9.2 | 1.7 | 3.3 | 7.1 | -3.8 | -3.3 | -4.3 | -8.1 | 9.6 | -1.1
3 | CCCCCCCCNC(=O)/C(C#N)=C/c1ccc2c(c1)OCCO2 | -2.3 | -6.1 | -28.9 | 13.7 | 0.2 | 25.7 | 11.6 | 3.8 | 7.5 | -24.1 | 16.0
4 | Cc1ccc(NC(=O)CCc2nnc3ccc(N4CCOCC4)nn23)cc1C | -8.4 | 3.4 | 13.2 | 13.2 | -4.2 | -3.1 | 1.7 | 1.6 | 13.3 | -5.3 | -12.0
5 | O=C(COC(=O)c1n[nH]c2ccccc12)Nc1ccc([N+](=O)[O-])cc1 | -7.7 | -50.9 | -8.3 | -9.0 | -0.3 | -50.0 | -17.6 | -1.0 | 3.2 | 8.7 | -16.5
6 | COc1ccc(C(=O)/C=C(\C)NCc2ccc3c(c2)OCO3)cc1 | -8.7 | -19.4 | 9.0 | -5.7 | -7.3 | -9.8 | 4.1 | 19.5 | 0.9 | -2.8 | 2.6
7 | Oc1nc(Nc2cccc(Cl)c2)sc1/C=C1\C=Nc2ccccc21 | -10.5 | 53.3* | 1.8 | -10.2 | -24.7 | 83.3* | -6.7 | -9.5 | -0.6 | -3.9 | -2.2
8 | CCC(C)c1ccccc1OCCn1ccnc1 (configuration not stated) | -6.9 | -3.0 | -3.1 | -17.0 | -10.6 | -4.9 | 15.2 | -3.0 | -10.3 | 10.1 | -14.6
9 | CCOC(=O)c1cnc2c(OC)cccc2c1N1CCN(c2ccccn2)CC1 | 25.5 | 4.9 | -1.6 | 0.5 | 5.7 | 23.0 | -15.6 | 16.2 | 5.8 | -6.4 | -0.4
10 | Cc1c(NC2=NC3(CCCCC3)Cc3ccccc32)c(=O)n(C)n1-c1ccccc1 | 4.3 | -8.3 | -12.0 | -2.6 | 19.1 | 0.2 | -11.1 | 14.8 | 4.8 | 4.9 | -1.2
11 | CCOc1ccc(NC(=O)CCC(=O)NNC(=O)Nc2cccc(Cl)c2)cc1 | 0.9 | -20.1 | -16.9 | 10.1 | -5.8 | -0.9 | -12.4 | 3.9 | 4.0 | -5.3 | 17.3
12 | Cc1ccc2c(c1)C(O)(CC(=O)c1ccc3c(c1)OCO3)C(=O)N2 (configuration not stated) | -1.3 | -25.0 | -2.8 | -3.2 | -4.4 | -12.8 | -2.0 | -0.5 | 2.2 | 8.0 | -21.7
13 | COc1ccc(S(=O)(=O)N(CCc2ccccc2)CC(N)=O)cc1 | 6.0 | -1.2 | 6.8 | -0.9 | 4.0 | 2.8 | 9.0 | 27.6 | 0.1 | 9.4 | 2.5
14 | CCOC(=O)c1sc(-c2ccccn2)nc1C | 0.6 | -14.9 | -27.2 | -62.7 | -14.8 | -45.7 | -17.5 | -12.1 | -42.9 | 16.1 | -9.5
15 | CCCN(CC(=O)Nc1ccc(NC(C)=O)cc1)CC(=O)Nc1ccc(F)c(F)c1F | -9.8 | -11.7 | 25.4 | 18.8 | 1.0 | 4.3 | 6.6 | 18.7 | -12.5 | -0.8 | 3.1
16 | Cc1ccc(C)c(NC(=O)CNS(=O)(=O)c2ccccc2)c1 | -3.0 | -2.9 | -0.9 | 15.3 | 1.3 | 8.4 | -18.1 | 4.9 | -5.6 | 0.8 | -3.6
17 | O=C(NCCN1CCN(c2ccccc2)CC1)c1ccc2c(c1)[nH]c(=S)n1c3ccccc3nc21 | 43.8 | -12.6 | -8.2 | -20.8 | -29.1 | 4.5 | 12.7 | -0.4 | -12.5 | 0.4 | -6.5
18 | CCCCC1CN2CCc3c([nH]c4ccccc34)C2(C)C1 (configuration not stated) | 4.1 | 6.7 | -9.8 | 5.2 | 10.7 | 11.6 | 6.3 | -4.9 | 4.4 | -4.5 | 6.6
19 | CCn1c(=NC(=O)COc2ccccc2)sc2cccc(F)c21 | -4.9 | -26.7 | -23.1 | -24.4 | -7.3 | -29.0 | 2.8 | -11.2 | -26.8 | 7.0 | -25.8
20 | Cc1cc(C)c2c(N)c(C(=O)Nc3cccc(C)c3C)sc2n1 | 19.3 | 11.1 | -16.4 | -12.5 | -13.4 | -28.8 | -2.4 | -10.6 | -15.3 | 4.4 | -16.5
21 | CC(C)(C)c1ccc(OCCCNC2CCCC2)cc1 | 6.6 | 0.7 | -3.9 | -0.5 | 2.2 | -13.9 | -13.2 | 2.7 | 9.8 | -7.0 | -15.0
22 | CCOc1ccc(NC(=O)CNC(=O)c2ccc([N+](=O)[O-])cc2)cc1 | 2.2 | -12.7 | 8.8 | -26.5 | 7.3 | 1.8 | -2.5 | 3.8 | 4.3 | 9.0 | 37.9
23 | Cc1cc(O)cc2c(=O)c3ccccc3sc12 | 0.7 | -12.2 | -6.9 | -10.2 | -2.6 | -52.3 | -89.5 | -18.1 | 6.0 | -14.7 | -15.4
24 | COc1ccc(-n2c3c(cc(C(=O)NNc4ccccc4C)c2=O)C(=O)CC(C)(C)C3)cc1 | -2.1 | -4.7 | -27.9 | 6.1 | 3.0 | 7.7 | -0.3 | 3.5 | 2.4 | -10.1 | -8.0
25 | CCOc1cc(S(=O)(=O)N(CC)CC)c(OCC)cc1-n1cnnn1 | 8.8 | 2.8 | 2.5 | 10.5 | 19.1 | -2.3 | 6.3 | 0.0 | 19.0 | 1.4 | 5.3
26 | COCCCNc1ccn2nc(-c3ccc(OCCN4CCOCC4)cc3)cc2n1 | 15.3 | -19.4 | -64.6 | -23.8 | nt | -45.3 | 15.6 | -32.0 | -26.6 | -0.3 | -16.1
27 | CCCCC(=O)Nc1nnc(SCC(=O)Nc2ccc(OC)cc2)s1 | -6.1 | -11.8 | -8.5 | 8.0 | 2.5 | 14.6 | -9.8 | -9.5 | 9.1 | -8.9 | 9.7
28 | Clc1ccccc1Cn1nc(-c2ccccc2)nc1-c1ccccc1 | 26.9 | -12.2 | -0.1 | 4.3 | -1.8 | -32.1 | 4.1 | -24.1 | 12.8 | 0.4 | -9.3
29 | Cc1ccc(NC(=O)COc2nc(C)cs2)cc1 | -12.6 | -5.7 | -10.5 | 2.2 | -3.2 | 7.3 | -0.8 | -13.0 | -6.8 | -14.0 | -11.0
30 | COc1ccc(-n2nc3c(N4CCC(C(=O)NCC(C)c5ccccc5)CC4)nnc(C)c3c2C)cc1 (configuration not stated) | 14.8 | -20.6 | 15.1 | 7.0 | 1.0 | 9.7 | 12.7 | 8.1 | -2.9 | -4.5 | 11.7
31 | CCc1ccc(NC(=O)CCS(=O)(=O)c2ccc(Cl)cc2)cc1 | -4.3 | -9.5 | 6.5 | -24.0 | 2.0 | -10.3 | -7.8 | 18.7 | 12.2 | -1.4 | 9.9
32 | CCn1c(=O)c(C(=O)NC(C)C)c(O)c2ccccc21 | -13.1 | 0.7 | 1.4 | -25.8 | 5.7 | 4.5 | -12.9 | 5.5 | -21.6 | 6.8 | 7.0
33 | C=CCO/N=C(/CCC)C1=C(N)CC(C)(C)CC1=O | -0.9 | 5.1 | -42.3 | -1.2 | 13.1 | -18.2 | 6.9 | -9.1 | -4.2 | 1.2 | 0.8
34 | CCOC(=O)N1CCN(c2c(NCc3ccccc3Cl)c(=O)c2=O)CC1 | 5.7 | -4.7 | -10.2 | -9.4 | -13.2 | 15.5 | -6.0 | -18.7 | 0.6 | -3.4 | -0.2
35 | CN(C)c1ccc(-c2nnc(-c3cccs3)o2)cc1 | 46.0 | 62.8* | -66.9 | -91.5 | 16.2 | 18.2 | 2.5 | -62.7 | -38.7 | -19.6 | -133.1
36 | Cc1[nH]c2ccccc2c1C(=O)C(C)OC(=O)c1ccc(Cl)nc1 (configuration not stated) | 12.1 | 1.2 | -23.2 | 0.8 | 0.6 | -4.3 | 0.2 | -1.5 | 14.9 | 28.9 | 5.8
37 | Cn1cc(CN2CCC(CO)(CCCc3ccccc3)CC2)c(-c2ccccc2)n1 | -5.3 | 16.1 | 10.8 | 10.4 | 8.2 | 2.3 | 1.6 | -9.3 | 11.1 | 2.7 | 1.2
38 | CCOC(=O)CSc1nc2cc(C(=O)OC)ccc2c(=O)n1CCN1CCOCC1 | -15.8 | -6.4 | -22.1 | -6.4 | 6.6 | 14.0 | 0.7 | 0.7 | 13.5 | 14.3 | 19.6
39 | Oc1ccc(/C=N/N=C/c2ccc(O)cc2)cc1 | 6.0 | -46.0 | -71.8 | -35.1 | 1.3 | -21.5 | -14.2 | -40.6 | 1.7 | 13.7 | -2.3
40 | CCCn1c(NCc2ccco2)nc2ccccc21 | 2.8 | 3.5 | nt | -1.5 | -7.8 | -8.8 | 17.1 | nt | 19.8 | -16.9 | -0.7
41 | CCOc1ccc(C(=O)NCCn2cc(SCC(=O)Nc3cc(C)on3)c3ccccc32)cc1 | -3.7 | 17.1 | -4.7 | 4.1 | -7.2 | 56.2* | 0.4 | -0.4 | -5.1 | -3.6 | -11.6
42 | Cc1ccnc(NC(=O)C(C)N2C(=O)c3ccccc3C2=O)c1 (configuration not stated) | -3.2 | -10.1 | -3.8 | -11.7 | 1.8 | -1.8 | -40.8 | 5.7 | 14.9 | 7.1 | -12.4
43 | CCOC(=O)COc1ccccc1/C=C1\NC(=O)NC1=O | -6.0 | -1.4 | -19.6 | -5.0 | -10.5 | -8.3 | -7.5 | -1.1 | 3.0 | 5.2 | -1.9
44 | CN(C)S(=O)(=O)N1CCC(Oc2cccc(C(=O)N3CCCCCCC3)c2)CC1 | -14.5 | -19.2 | 11.5 | -19.4 | 0.2 | 4.5 | 9.4 | 14.6 | -14.1 | 2.4 | -1.9
45 | CCOC(=O)C1(Cc2ccccc2C(F)(F)F)CCN(C(C)CSC)CC1 (configuration not stated) | 8.7 | 1.0 | -9.9 | 4.9 | -0.4 | 6.2 | -0.4 | -2.8 | 21.6 | 0.6 | 6.5

Assay outcomes from PubChem BioAssay.
